Screening results from PubChem.
UBC13 inh = UBC13 polyubiquitin chain formation inhibitors, primary screen, biochemical, TR-FRET, uHTS | inhibition, % at 20 µM | hit rate 0.47% among 330,000 | AID 485273, 2010; in the data active = inhibition above about 45%, passing the limit was not always enough
Target sequence (P61088 whole entry, looked up): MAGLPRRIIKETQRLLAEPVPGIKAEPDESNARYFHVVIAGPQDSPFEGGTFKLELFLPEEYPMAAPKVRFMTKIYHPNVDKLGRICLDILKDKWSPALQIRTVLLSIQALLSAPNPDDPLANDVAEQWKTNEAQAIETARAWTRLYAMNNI
EBI2 block = EBI2 receptor antagonists, beta-arrestin recruitment, primary screen, cell-based, luminescence, 7a,25-OHC stimulation, uHTS; G-protein coupled receptor 183 (Homo sapiens), P32249; 7a,25-OHC stimulated; inhibition, % at 5 µM; hit rate 0.81% among 360,000; AID 651636, 2012; in the data active = inhibition above about 38%;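 note: enzyme fragment complementation signal reports receptor beta-arrestin coupling in cells; 0% = agonist plus DMSO wells and 100% = wells without agonist; some results beyond the cut were filed as inactive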
Target sequence (P32249 whole entry, looked up, the tested form may be a part): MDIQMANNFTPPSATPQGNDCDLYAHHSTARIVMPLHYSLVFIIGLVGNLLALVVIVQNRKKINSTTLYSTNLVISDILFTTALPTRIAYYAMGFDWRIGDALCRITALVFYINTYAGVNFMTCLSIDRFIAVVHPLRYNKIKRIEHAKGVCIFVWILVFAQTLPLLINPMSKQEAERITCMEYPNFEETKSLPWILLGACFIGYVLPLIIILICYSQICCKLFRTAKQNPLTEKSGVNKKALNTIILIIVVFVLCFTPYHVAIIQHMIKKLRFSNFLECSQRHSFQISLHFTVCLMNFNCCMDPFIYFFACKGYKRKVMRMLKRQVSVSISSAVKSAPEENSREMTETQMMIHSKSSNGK
Jurkat NFkB inh = inhibitors of induced NF-kB luciferase reporter, primary screen, TCR NF-kB activation inhibitor project, cell-based, luminescence, uHTS; inhibition, % at 4 µM; hit rate 0.53% among 330,000; Jurkat, PMA/ionomycin-induced NF-kB luciferase reporter; in the data active = inhibition above about 50%
CCR6 antag = CCR6 receptor antagonists, primary screen, cell-based, CHO-K1, luminescence, beta-arrestin, uHTS. C-C chemokine receptor type 6 (Homo sapiens), P51684. CHO-K1 CCR6 PathHunter beta-arrestin, CCL20-stimulated. inhibition, % at 20 µM. hit rate 0.49% among 340,000;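 active = compounds whose inhibition of the agonist-driven luminescence signal at 20 µM reaches about 50%, limit read from the data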;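 note: cells stimulated with CCL20 at 14 nM final; plate controls were DMSO with CCL20 for no effect and DMSO without agonist for full effect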
697 NFkB inh = inhibitors of PMA/ionomycin-induced NF-kB reporter, 697 cells, primary screen, B-cell NF-kB inhibitor project, cell-based, luminescence, uHTS; 697 B-cell NF-kB luciferase reporter, 16 h; hit rate 0.33% among 330,000; inhibition, % at 4 µM; in the data active = inhibition above about 35%
CXCR6 inh = CXCR6 receptor inhibitors, primary screen, cell-based, beta-arrestin, luminescence, CHO-K1 PathHunter, 1536-well | C-X-C chemokine receptor type 6 (Homo sapiens), O00574 | inhibition, % at 20 µM | hit rate 0.36% among 360,000 | AID 602244, 2012; in the data active = inhibition above about 34%, passing the limit was not always enough;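 note: antagonist mode with CXCL16 agonist at 10 nM final; 0% = 10 nM CXCL16 with DMSO and 100% = unstimulated wells without agonist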
APJ antagonist = antagonists of human apelin receptor APJ, primary screen, CHO-K1 cells, beta-arrestin complementation, luminescence. inhibition, % at 20 µM. hit rate 0.32% among 330,000. AID 2521, 2010;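 active = inhibition above about 40% at 20 µM, limit read from the data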;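 note: cells challenged with 10 nM apelin-13 agonist together with compound; plate controls were apelin-13 plus DMSO wells for no effect and DMSO wells lacking apelin-13 for full effect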
Target sequence (P35414 whole entry, looked up): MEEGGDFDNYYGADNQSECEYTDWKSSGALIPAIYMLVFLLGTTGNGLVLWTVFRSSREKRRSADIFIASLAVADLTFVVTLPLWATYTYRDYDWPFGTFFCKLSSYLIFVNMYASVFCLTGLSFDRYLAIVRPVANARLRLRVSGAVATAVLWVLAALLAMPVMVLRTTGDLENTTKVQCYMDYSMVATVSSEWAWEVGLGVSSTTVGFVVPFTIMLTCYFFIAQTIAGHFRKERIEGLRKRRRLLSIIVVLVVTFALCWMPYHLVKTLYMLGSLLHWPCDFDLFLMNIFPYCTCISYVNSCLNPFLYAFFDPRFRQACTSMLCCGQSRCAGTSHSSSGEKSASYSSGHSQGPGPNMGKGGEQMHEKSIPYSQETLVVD
Gli-Sufu antag = Gli-Sufu pathway antagonists, primary screen, luciferase luminescence, Sufu-KO-LIGHT cells, uHTS. hit rate 0.74% among 340,000. Sufu-KO-LIGHT fibroblasts, Gli luciferase reporter luminescence. inhibition, % at 5 µM;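 active = inhibition above about 55%, limit read from the data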;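 note: 0% = DMSO-treated cells and 100% = wells with medium but no cells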
An asterisk follows results filed as active; / = not tested or not shown.

Order of values – UBC13 inh	EBI2 block	Jurkat NFkB inh	CCR6 antag	697 NFkB inh	CXCR6 inh	APJ antagonist	Gli-Sufu antag
> Cc1c(C(=O)N(C)CCn2ccnc2C)oc2c(F)cccc12
    3	-7	-13	-5	-1	2	16	3
> Cc1ccccc1NC(=O)Cc1nc(COC(=O)c2ccc([N+](=O)[O-])cc2)cs1
    -1	4	8	3	-1	-23	-35	-4
> O=C(Oc1ccc2ccc(O)cc2c1)c1ccccc1Cl
    4	-1	-67	-10	-21	-7	-9	18
> COc1ccc(Cl)cc1NC(=O)C(C)Sc1nnc(C2CC2)n1C1CC1 (stereo unspecified)
    11	-11	-6	6	5	2	0	2
> COc1ccccc1C(=O)N(Cc1cccs1)C1CCS(=O)(=O)C1 (stereo unspecified)
    -10	-3	-3	6	20	-2	5	6
> O=C(Nc1nc2ccccc2[nH]1)C1CC(=O)N(c2ccc3c(c2)OCCO3)C1 (stereo unspecified)
    -3	-4	7	3	-2	-6	10	10
> COc1cc(-n2c(C)nc3cc(C(=O)NCc4ccco4)ccc32)cc(OC)c1OC
    -8	-3	-22	-12	-38	2	0	0
> COc1cc(Cl)c(C)cc1Nc1ncccn1
    0	-5	12	-18	3	-5	8	-12
> C=CCOc1c(OC)cc(Cl)cc1C1NC(=O)NC(C)=C1C(C)=O (stereo unspecified)
    5	-6	4	-11	21	1	16	-4
> Cn1c(NC(=O)c2ccc(Cl)cc2Cl)cc(=O)n(C)c1=O
    3	2	-3	16	13	6	-67	0
> CC(C)n1cnc2c(oc3ccccc32)c1=O
    8	-11	-43	1	-14	1	3	-5
> COc1ccc(C(=O)NCc2csc(C(C)C)n2)cc1OC1CCN(C(C)=O)CC1
    -2	-10	-5	0	-17	-4	1	1
> N#Cc1nc(COc2ccc(Cl)cc2)oc1N1CCCC1
    8	21	6	20	8	-3	5	7
> Cc1ccc(NS(=O)(=O)c2cc3[nH]c(=O)c(=O)[nH]c3cc2C)c(C)c1
    0	2	-25	1	7	5	-1	-4
> COc1cccc(NC(=O)CS(=O)(=O)Cc2nc(-c3ccc(C)cc3)oc2C)c1
    -6	15	7	14	-18	1	8	-10
> O=C(CCNC(=O)c1ccc([N+](=O)[O-])cc1)Nc1cccc(S(=O)(=O)N2CCOCC2)c1
    -1	-3	-1	7	-1	-2	-14	6
> COc1ccccc1C(=O)COC(=O)CN1C(=O)C2CC=CCC2C1=O (stereo unspecified)
    5	-3	10	-6	19	-6	13	8
> Cc1ccc(-c2nc(CN3CCCC(C(=O)N4CCOCC4)C3)c(C)o2)cc1 (stereo unspecified)
    4	5	8	5	-3	4	11	15
> CCCCOC(=O)Nc1ccc(C(=O)OCCC)cc1
    -3	20	-34	2	-34	-4	-21	-30
> COC(=O)Cn1cnc2c(nnn2-c2ccc(C)cc2)c1=O
    -2	0	6	4	14	2	19	2
> CCCC12CN3CCN(CC(C3)/C1=N\NC(=O)c1ccccc1N)C2
    9	-2	1	7	0	7	-12	-4
> CN(Cc1cnccn1)Cc1nc(Cc2cccc(F)c2)no1
    -27	5	-23	15	-55	-4	-2	-6
> O=C(CN(Cc1ccco1)C(=O)c1cc(=O)[nH]c2ccccc12)Nc1ccccc1C(F)(F)F
    2	0	-11	3	-4	-4	-17	1
> CCc1nc2ccccc2n1CC(C)C(=O)O (stereo unspecified)
    4	-4	0	6	-1	4	-5	5
> C=CCSc1nc2sc(-c3ccccc3)cc2c(=O)n1N
    0	-12	-30	13	-6	-14	-12	-1
> CC(CN1CCN(CC(C)C(=O)c2ccccc2)CC1)C(=O)c1ccccc1 (stereo unspecified)
    /	4	/	10	/	-3	/	8
> CC(NC(=O)CSc1ccccc1)c1ccccc1 (stereo unspecified)
    -1	4	-6	4	-23	2	-17	0
> CCOC(=O)Cn1c(=O)c2c(nc3n2CC(C)CN3Cc2ccccc2)n(C)c1=O (stereo unspecified)
    -5	-6	3	5	-8	3	11	0
> COCCNC(=O)c1cccc(OC2CCN(Cc3cccc(C(C)=O)c3)CC2)c1
    -6	22	11	6	-10	8	15	18
> Cc1[nH]c(=O)c(C#N)c(C)c1[N+](=O)[O-]
    14	8	1	8	25	-1	-7	3
> CCCCN(Cc1ccccc1)C(=O)CCN1C(=O)C2C3C=CC(C3)C2C1=O (stereo unspecified)
    -1	1	6	5	4	-1	7	16
> Cc1cccc(C(=O)NNC(=O)c2ccc(-c3ccccc3)cc2)c1
    -3	-5	-8	10	10	-1	-3	2
> NC(=Nc1ccc(N)cc1)C(N)=Nc1ccc(N)cc1
    -4	5	7	-5	-3	0	-10	4
> CC(=O)c1ccc(NC(=O)C(C)Sc2nnc(C3CC3)n2C2CC2)cc1 (stereo unspecified)
    -12	1	4	-7	-11	-4	1	1
> CCOCCCNCc1ccc(OCc2ccc(F)cc2)c(OC)c1
    -10	0	4	-1	-9	0	11	3
> COc1ccc(CC(=O)N/N=C/c2cccn2-c2ccc([N+](=O)[O-])cc2)cc1OC
    -2	11	7	3	-3	2	5	11
> O=C(NNC(=O)c1cc(Br)c(Br)s1)c1ccncc1
    10	0	2	13	-2	2	-5	-6
> Cn1ncc2c(NNC(=O)c3ccc(Cl)cc3Cl)ncnc21
    -10	-8	-6	11	0	-6	-5	-2
> Cc1ccc(C(=O)NC2CC(C)(C)NC(C)(C)C2)cc1S(=O)(=O)N1CCCCC1
    4	-5	4	0	-6	1	7	4
> CC(=O)Nc1nnc(CCS(=O)(=O)c2ccc(Cl)cc2)s1
    /	5	/	-8	/	-11	/	-5

2 consecutive entries from above, quoted:
Order of values – UBC13 inh	EBI2 block	Jurkat NFkB inh	CCR6 antag	697 NFkB inh	CXCR6 inh	APJ antagonist	Gli-Sufu antag
> CCOCCCNCc1ccc(OCc2ccc(F)cc2)c(OC)c1
    -10	0	4	-1	-9	0	11	3
> COc1ccc(CC(=O)N/N=C/c2cccn2-c2ccc([N+](=O)[O-])cc2)cc1OC
    -2	11	7	3	-3	2	5	11

New compounds follow:
Order of values – UBC13 inh	EBI2 block	Jurkat NFkB inh	CCR6 antag	697 NFkB inh	CXCR6 inh	APJ antagonist	Gli-Sufu antag
> COC(=O)c1ccc(-c2ccc(/C=N/NC(=O)Cc3nnc(N)s3)o2)cc1
    -17	-4	-31	6	-18	-2	5	-19
> CCc1ccc(CNC(=O)C2CCN(S(=O)(=O)N3CC(C)CC(C)C3)CC2)cc1 (stereo unspecified)
    -7	42	-12	12	-60	-10	1	-22
> O=C1CC(=O)C(n2cncn2)C(c2cccc(Cl)c2)C1 (stereo unspecified)
    -1	5	-2	-2	-13	5	12	7
> Cc1ccc(O)c(CNn2cnnc2)c1
    0	-1	-11	0	9	5	13	-7
> COC(=O)c1ccccc1NC(=O)c1ccc(NS(C)(=O)=O)cc1
    -7	-3	0	9	9	1	8	15
> O=C(O)CSc1ncnc2sc3c(c12)CCC3
    4	-10	12	8	19	4	-9	12
> CCN1CCN(S(=O)(=O)c2ccc(Cl)c(C(=O)N(CC)CC(=O)Nc3ccc(OC)cc3)c2)CC1
    3	-17	1	-9	18	-2	14	8
> O=C(Oc1c(-c2ccccc2Cl)oc2ccccc2c1=O)c1ccc(Cl)cc1
    4	19	7	23	7	14	2	7
> C=CC[C@]12CCc3sccc3C1N(c1ccc(C(=O)OCC)cc1)C2=O (stereo partly specified)
    -8	12	15	20	-20	6	16	4
> CCOc1ccc(N2CC(C(=O)Nc3ccccc3C(=O)NC3CC3)CC2=O)cc1 (stereo unspecified)
    3	-8	0	13	12	-7	-7	-22
> Cn1nc(C(C)(C)C)c([N+](=O)[O-])c1C(=O)Nc1ccc(Br)cc1
    3	9	-2	10	14	4	8	8
> Cc1ccccc1OCC(=O)N(Cc1ccc(N(C)C)cc1)C1CCS(=O)(=O)C1 (stereo unspecified)
    4	2	9	20	-6	-1	10	4
> COc1cc(/C=N/NC(=O)c2cccc(NC(=O)c3ccccc3C)c2)ccc1O
    -3	-8	1	-1	10	6	10	25
> O=c1ccc2cc(S(=O)(=O)Nc3ccc(F)cc3)ccc2o1
    6	-2	12	-7	8	9	-4	5
> C=CCN1CCN(C(=O)c2cc3c(s2)CCCC3)CC1
    -4	2	-9	13	-1	8	6	-6
> CCCc1cc(=O)[nH]c(SCC(=O)NN(c2ccccc2)c2ccccc2)n1
    3	8	1	6	12	-5	-4	16
> COc1ccc(CCNC(=O)COC(=O)c2cccs2)cc1
    3	4	1	4	10	-3	3	-7
> N#CCSc1nnc(-c2ccc3c(c2)OCO3)o1
    -7	-15	-25	-8	-5	0	-14	-7
> COc1cc(OC)c(C(=O)OCC(=O)Nc2c(C)n(C)n(-c3ccccc3)c2=O)cc1OC
    5	8	-3	-5	8	-1	-1	-1
> COCCCN(C(=S)NC(=O)c1ccc(C(C)(C)C)cc1)c1c(N)n(Cc2ccccc2)c(=O)[nH]c1=O
    -6	8	-8	25	-16	5	10	-1
> O=C(CN1C(=O)NC2(CCCCC2)C1=O)NCC(=O)Nc1ccc(F)c(F)c1
    -4	6	7	12	-4	-1	1	-2
> CC1CCCCC1NS(=O)(=O)CCNC(=O)c1ccccc1 (stereo unspecified)
    4	-3	-10	5	14	-3	6	-9

In the list so far, these contain an aryl thioether with sulfur outside any ring.
Order of values – UBC13 inh	EBI2 block	Jurkat NFkB inh	CCR6 antag	697 NFkB inh	CXCR6 inh	APJ antagonist	Gli-Sufu antag
> COc1ccc(Cl)cc1NC(=O)C(C)Sc1nnc(C2CC2)n1C1CC1 (stereo unspecified)
    11	-11	-6	6	5	2	0	2
> C=CCSc1nc2sc(-c3ccccc3)cc2c(=O)n1N
    0	-12	-30	13	-6	-14	-12	-1
> CC(NC(=O)CSc1ccccc1)c1ccccc1 (stereo unspecified)
    -1	4	-6	4	-23	2	-17	0
> CC(=O)c1ccc(NC(=O)C(C)Sc2nnc(C3CC3)n2C2CC2)cc1 (stereo unspecified)
    -12	1	4	-7	-11	-4	1	1
> O=C(O)CSc1ncnc2sc3c(c12)CCC3
    4	-10	12	8	19	4	-9	12
> CCCc1cc(=O)[nH]c(SCC(=O)NN(c2ccccc2)c2ccccc2)n1
    3	8	1	6	12	-5	-4	16
> N#CCSc1nnc(-c2ccc3c(c2)OCO3)o1
    -7	-15	-25	-8	-5	0	-14	-7

Random draw from the library; any-hit rate near 3%.
